Rad51 HR inh = blocks human Rad51 in homologous recombination. hRad51 DNA strand exchange, fluorescence dequenching. inhibition, % at 10 µM. 0.085% of 200,000 active. AID 1385;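 active = inhibition above 40% at the single screening dose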;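 also: 0% = DMSO control wells and 100% = blanks with heterologous ssDNA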
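Material: human Rad51–ssDNA filaments; Probe or stimulus: labelled 47-mer dsDNA for strand exchange; Doses: single 10 µM dose; Incubation: 37 °C 15-min filament assembly, 30-min compound preincubation, 15-min exchange; Technique: FRET fluorescence dequenching, excitation 485 nm, emission 520 nm; Measure: Fluorescence-based percent inhibition, control- and blank-normalised; Benchmarks: plate control and blank wells.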
KCC2 mod = modulators of human KCC2 chloride dependent transport; Q9H2X9; KCC2 cells, thallium flux FluoZin-2 fluorescence; B-score of Tl+ flux slope (higher = more flux/activation; lower = inhibition) at 10 µM; 2.2% of 190,000 active; AID 1456;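 active = thallium flux slope and its plate-corrected score both differing from the plate sample mean at a set confidence after two filtering rounds, in either direction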;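 also: slope of fluorescence scaled to starting intensity during 10 to 20 s after thallium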
NCF1 inh = blocks human p47phox regulatory protein of NADPH oxidases | p47phox/p22phox peptide binding, fluorescence polarization, 2 h | inhibition, % at 24.7 µM | 0.53% of 220,000 active | AID 1274;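 also: 0% = p47phox with labelled peptide and 100% = labelled peptide alone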
Target sequence (P14598 whole entry, looked up): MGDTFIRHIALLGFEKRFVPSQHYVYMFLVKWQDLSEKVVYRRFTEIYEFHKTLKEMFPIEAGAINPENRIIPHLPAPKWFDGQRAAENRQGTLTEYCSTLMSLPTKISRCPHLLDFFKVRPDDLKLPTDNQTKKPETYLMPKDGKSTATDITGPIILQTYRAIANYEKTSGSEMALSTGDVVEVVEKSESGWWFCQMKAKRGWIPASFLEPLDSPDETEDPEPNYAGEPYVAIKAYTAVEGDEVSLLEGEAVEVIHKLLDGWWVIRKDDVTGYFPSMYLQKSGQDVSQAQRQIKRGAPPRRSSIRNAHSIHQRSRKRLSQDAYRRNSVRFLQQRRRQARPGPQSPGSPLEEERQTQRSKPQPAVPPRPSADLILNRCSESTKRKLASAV
eIF4E-4G inh = inhibitors of eIF4E and eIF4G interaction in translation initiation; 0.37% of 220,000 active; inhibition, % at 21.7 µM; TR-FRET eIF4E-eIF4GI(517-606) binding, 2 h;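 also: 0% = full FRET control wells and 100% = background wells lacking eIF4GI fragment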
thrombin 1536 = blocks human thrombin protease activity; AID 1046; P00734; inhibition, % at 5 µM; 0.26% of 220,000 active; alpha-thrombin, Boc-VPR-AMC fluorogenic substrate cleavage;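 active = inhibition at or above 40%; inactive = inhibition below 40%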;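 also: 0% = enzyme with no compound and 100% = wells without enzyme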
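Test system: human alpha-thrombin protein / Dosing: one concentration per compound, 5 µM, with 0.2% DMSO / Medium: pH 7.5 Tris-saline with Tween 20 / Benchmarks: no-compound enzyme wells and no-enzyme blanks / Read-out basis: percent inhibition of thrombin substrate cleavage / Timing: reaction at room temperature / Measured by: fluorescence, ex 355 nm, em 460 nm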
EBV gp42 block = blocks Epstein-Barr virus glycoprotein 42 binding. Fluorescence polarization binding assay, mP read-out. inhibition, % (tested at 21.74 µM). 0.42% of 220,000 active. AID 1085; in the data active = inhibition above about 50%
Target sequence (Q1HVG2 whole entry, looked up): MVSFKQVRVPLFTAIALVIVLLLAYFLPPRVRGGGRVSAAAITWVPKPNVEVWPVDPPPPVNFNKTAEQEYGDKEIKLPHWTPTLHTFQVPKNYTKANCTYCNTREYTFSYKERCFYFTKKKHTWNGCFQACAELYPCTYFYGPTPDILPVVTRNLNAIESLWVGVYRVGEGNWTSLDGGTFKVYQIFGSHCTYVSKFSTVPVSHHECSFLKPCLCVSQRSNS
Furin inh = human furin inhibition | 0.061% of 220,000 active | P09958 | purified furin, fluorogenic substrate cleavage | inhibition, % at 30 µM; in the data active = inhibition above about 25%; also: inactives centre near -15
hK5 inh = inhibitors of human kallikrein 5 | recombinant hK5, fluorogenic AMC substrate cleavage | Q9Y337 | inhibition, % at 5 µM | 0.59% of 210,000 active;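 active = inhibition of 40% or more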;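 also: 0% = enzyme controls without compound and 100% = no-enzyme blanks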
Target sequence (Q9Y337 67-293 limits assumed): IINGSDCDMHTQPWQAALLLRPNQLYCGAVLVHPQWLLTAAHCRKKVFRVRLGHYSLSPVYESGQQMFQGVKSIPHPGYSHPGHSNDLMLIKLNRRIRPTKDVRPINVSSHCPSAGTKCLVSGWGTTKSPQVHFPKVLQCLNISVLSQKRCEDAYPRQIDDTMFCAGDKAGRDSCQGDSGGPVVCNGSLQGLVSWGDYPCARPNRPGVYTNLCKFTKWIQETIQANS
14-3-3 Bad inh = disrupts binding of bovine 14-3-3 zeta to phospho-Bad peptide; P63103; TR-FRET 14-3-3zeta/Dy647-pBad peptide displacement, 1 h; inhibition, % at 21.7 µM; 0.71% of 220,000 active; AID 781;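 active = inhibition above about 70%, limit read from the data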;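 also: 0% = full 14-3-3 plus peptide FRET controls and 100% = background without 14-3-3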
Target sequence (P63103 whole entry, looked up): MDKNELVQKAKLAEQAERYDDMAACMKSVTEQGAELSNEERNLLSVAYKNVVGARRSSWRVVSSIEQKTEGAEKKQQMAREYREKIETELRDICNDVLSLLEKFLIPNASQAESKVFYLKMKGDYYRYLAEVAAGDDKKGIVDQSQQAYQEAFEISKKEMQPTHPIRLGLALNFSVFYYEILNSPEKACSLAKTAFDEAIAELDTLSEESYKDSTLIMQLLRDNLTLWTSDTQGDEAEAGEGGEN
Active calls of the source: *; x = not tested or not shown; & = joins results of further samples; [ ] = dose if it differs, or a comment.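 The calls were made as follows, unless noted: active = inhibition above about 30% (limit read from the data); inactive = the rest.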

SMILES | Rad51 HR inh | KCC2 mod | NCF1 inh | eIF4E-4G inh | thrombin 1536 | EBV gp42 block | Furin inh | hK5 inh | 14-3-3 Bad inh
Cn1cc(C(=O)c2ccccc2)c2ccccc21 | -6 | -0.9 | -16 | 0 | -2 | -13 | -18 | -5 | 4
CCC(C)n1c(O)c(/C=N/Nc2nc3c(c(=O)n(C)c(=O)n3C)n2C)c(=O)[nH]c1=S (configuration not stated) | x | -0.046 | -13 | 0 | -14 | -12 | 4 | -31 | -13
CCC1(CCCC(=O)c2ccc(F)cc2)C(=O)NC(=S)NC1=O | 0 | -2.7 | -2 | -6 | -5 | 3 | -9 | -25 | -20
Cc1ccc(C(=O)N[C@@H](C)CN2C3=NC[C@H](Cc4ccccc4)N3C[C@H]2Cc2ccc(O)cc2)cc1Br | 4 | -0.18 | -19 | -4 | -1 | -26 | -25 | 1 | -2
COc1cc(C)c(CN2CCN(c3ccccc3)CC2)cc1C | -1 | -0.96 | -8 | -4 | -5 | -23 | -28 | -11 | 65[fluorescence artefact?]
CN(CCc1nnc(N)s1)[N+](=O)[O-] | 0 | 0.48 | 1 | 1 | -4 | 0 | -17 | 10 | -9
OCC#CC[N+]1(CC#Cc2ccccc2)CCCC1 | -3 | 0.0077 | -4 | 1 | -8 | -9 | -22 | 1 | -15
CN1CC=C2C(C#N)=C(N)C(C#N)(C#N)C(c3ccncc3)C2C1 (configuration not stated) | -27 | 0.98 | x | x | 1 | x | -26[20 µM] | -31 | x
O=C(C1CCCO1)N1CCC2(CC1)OCCO2 (configuration not stated) | -9 | 0.14 | 0 | 3 | 1 | 9 | -11[20 µM] | 3 | 1
CC/C(=N\Nc1ccccc1)c1c(O)[nH]c(=O)[nH]c1=O | -9 | 0.26 | -11 | -3 | 0 | -16 | -19 | 1 | -11
CC(C)CN1CCN(Cc2cccc3c2OCO3)CC1CCO (configuration not stated) | 2 | 0.45 | 1 | 3 | -4 | 9 | -17 | -1 | -5
O=[N+]([O-])c1cc([As](=O)(O)c2ccc(O)c([N+](=O)[O-])c2)ccc1O | 11 | 0.56 | 8 | 4 | 3 | -13 | -6 | 2 | -1
O=C(c1cc(C(=O)NCc2ccccc2)c(=O)n(Cc2ccccc2)c1)c1cc(Cl)ccc1O | x | -0.51 | -146 | -8[fluorescence artefact?] | 2 | -54 | -16 | -12 | 0
CCOC(=O)c1ccc2c(c1)n(Cc1ccccc1)c(C)[n+]2CC | x | -0.68 | -7 | 2 | -1 | -7 | -20 | x | 3
Cc1nn(Cc2ccccc2Cl)c(Cl)c1C(=O)OCC(=O)NCc1ccco1 | 1 | -1 | -10 | 1 | -4 | -8 | -13[20 µM] | -15 | -16
C=CCNC(=S)/N=C/c1c(O)[nH]c(=O)[nH]c1=O | -1 | 1.2 | 2 | -2 | -4 | -44 | -10 | -1 | -2
Cc1nn(CC(C)C)c(Cl)c1C(=O)O | -2 | 0.11 | -18 | 0 | 0 | -15 | -24 | 3 | -1
Cc1ccsc1C(=O)C1CCCN(Cc2sc(N(C)C)nc2Cl)C1 (configuration not stated) | -1 | -0.25 | -3 | 0 | -4 | 1 | -22 | 5 | 9
CC(=O)NC(Cc1ccc(N(CCCl)CCCl)cc1)C(=O)NC(CC(C)C)C(=O)O (configuration not stated) | -4 | 0.6 | -8 | -7 | -9 | -6 | -31 | -3 | -4
CCCCCCn1c(O)c(C=NCCN2CCCCC2)c(=O)[nH]c1=O | 1 | 1 | -12 | 16 | 4 | -6 | -17[20 µM] | 0 | 7
O=C1NC(=O)N(CCc2ccc(F)cc2)C(=O)/C1=C/C=C/c1ccccc1 | -8 | 0.27 | -6 | -10 | 2 | -17 | 0 | 2 | 4
OC(Cn1c2ccccc2c2ccccc21)C[n+]1ccccc1 (configuration not stated) | 8 | 0.1 | -1 | 7 | 0 | -17 | -11[20 µM] | -21 | -3
O=C1NC(=O)N(c2ccccc2)C(=O)/C1=C\C=C\c1ccccc1 | -12 | x | -11 | 7 | -4 | -17 | -6 | -1 | -4
O=C(C[N+]12CCC(CC1)C(CO)C2)c1ccc([N+](=O)[O-])cc1 (configuration not stated) | 23 | 1.5 | -3 | 2 | 2 | 8 | -19 | -9 | -2
CC(N=Cc1c(O)[nH]c(=O)[nH]c1=O)c1ccccc1 (configuration not stated) | -4 | 0.35 | -11 | 2 | -1 | -13 | -23 | -12 | 15

Continuation:
SMILES | Rad51 HR inh | KCC2 mod | NCF1 inh | eIF4E-4G inh | thrombin 1536 | EBV gp42 block | Furin inh | hK5 inh | 14-3-3 Bad inh
CCC(=NCCN1CCCCC1)c1c(O)n(C)c(=O)n(C)c1=O | -6 | 0.73 | -13 | 0 | -6 | -5 | -24[20 µM] | -5 | -15
Cc1cc(C)cc(-n2c(O)c(C=Nc3ccc(N4CCOCC4)cc3)c(=O)[nH]c2=S)c1 | -21 | -0.33 | -68 | 3 | -8 | 58* | 2 | -26 | -41
Cc1c(C(=O)C(=O)N2CCC3(CC2)OCCO3)c2ccccc2n1C | 27 | -0.013 | -16 | 0 | 5 | -10 | -13 | -5 | -11
CS(=O)(=O)NNP(=O)(NNS(C)(=O)=O)NC(=O)c1ccccc1 | 5 | 1.9 | -3 | 6 | 3 | -13 | -9 | -5 | 3
COc1cc(C=C2C(=O)NC(=O)NC2=O)cc(OC)c1OC | -11 | 0.091 | 5 | 2 | -6 | -5 | -14 | 1 | -5
CCOC(=O)C1C(=O)N(C)C2(C)CC1c1cc(OC)ccc1O2 (configuration not stated) | -7 | 0.93 | -33 | -11 | -7 | -13 | -19 | 0 | 2
Fc1ccc(CCNCc2ccc(Br)cc2)cc1 | -1 | 0.097 | -5 | 5 | -11 | 2 | -10 | -22 | -16
O=C(CN1CCN(c2ccccc2F)CC1)Nc1cccnc1Cl | 2 | -1.3 | -3 | 0 | -7 | 6 | -20 | -4 | -4
O=C(Nc1ccccc1Cl)OC1CN2CCC1CC2 (configuration not stated) | -5 | x | -20 | 4 | 1 | -16 | -9 | 2 | -5
CCCCn1c(O)c(C(C)=Nc2ccc(C(=O)O)cc2)c(=O)[nH]c1=O | 8 | x | -1 | 1 | -8 | -12 | -5 | -6 | -9
CC(=O)c1ccc(OC(C)C)c(Cc2c(O)[nH]c(=S)[nH]c2=O)c1 | -3 | 0.11 | 5 | 4 | -12 | -13 | -20 | -8 | -5
CN(C)c1ccc([P+](=O)c2ccc(N(C)C)cc2)cc1 | -9 | 0.39 | -5 | 2 | 8 | 0 | -33 | -4 | -8
CCCCc1nc(N2CCNCC2)c(C#N)c2c1CSC(C)(C)C2 | x | 0.034 | -15 | -24 | -2 | -15 | -17[20 µM] | -7 | -16
CCN(CC)c1nc2c(C)cccn2c(=O)c1C=C1C(=O)NC(=O)NC1=O | 20 | -1.3 | -2 | 3 | 3 | 6 | -27 | -2 | -13
CSc1ncc(/C=C2/C(=O)NC(=O)N(c3ccc(C)cc3)C2=O)cn1 | 6 | 1.1 | -3 | -1 | 0 | -17 | -20 | -11 | -3
CCC(C)NC(=O)c1c(N)n(CCCOC)c2nc3ccccc3nc12 (configuration not stated) | -21 | -1.3 | -21 | 15 | -6 | 23 | -27 | -3 | -4[fluorescence artefact?]
O=C(c1ccc(Cl)cc1)C1CCCN(C2CCSCC2)C1 (configuration not stated) | 0 | -0.071 | -7 | -1 | -9 | -7 | -32 | 4 | -8
CN(C)c1cccc2c(C#N)ccc(N(C)C)c12 | -4 | -0.092 | -3 | 1 | x | -8 | -10 | -3 | -11
Cc1cccc(N2C(=O)NC(=O)/C(=C/c3ccc([N+](=O)[O-])o3)C2=O)c1 | -16 | 0.48 | -137 | 25 | -5 | -20 | -17 | -6 | 39
O=C(Cc1ccccc1)Oc1ccc(N2C(=O)CCC2=O)cc1 | -7 | x | -9 | -6 | 31 | -2 | -21[20 µM] | -2 | -6
CP(=O)(O)CCCN | -4 | 0.73 | -3 | 8 | -8 | -9 | -15 | 1 | 10[fluorescence artefact?]
O=P(Nc1c(Cl)cccc1Cl)(c1ccccc1)c1nc2c(s1)CCCC2 (configuration not stated) | x | -0.44 | -4 | -10[fluorescence artefact?] | 4 | -17 | -10[20 µM] | -6 | -4[fluorescence artefact?]
CN(C)CCN=Cc1c(O)n(-c2cccc(C(F)(F)F)c2)c(=O)[nH]c1=O | 3 | 0.29 | -5 | 0 | 5 | -10 | -10 | -2 | 37
Cc1cc(N2C(=O)C3CCCN3C2c2cccc(Cl)c2)no1 (configuration not stated) | 9 | 0.0077 | -8 | 2 | 11 | 6 | -20[20 µM] | 14 | -1
O=c1c2ccccc2[nH]c(=S)n1-c1ccc2c(c1)OCO2 | x | 2.7 | -9 | 1 | -6 | -21 | -30 | -16 | 6

Look-ups from the list.
CS(=O)(=O)NNP(=O)(NNS(C)(=O)=O)NC(=O)c1ccccc1 in Rad51 HR inh has 5
O=C(Cc1ccccc1)Oc1ccc(N2C(=O)CCC2=O)cc1 in Rad51 HR inh has -7
CC(=O)c1ccc(OC(C)C)c(Cc2c(O)[nH]c(=S)[nH]c2=O)c1 in eIF4E-4G inh has 4

The list continues.
SMILES | Rad51 HR inh | KCC2 mod | NCF1 inh | eIF4E-4G inh | thrombin 1536 | EBV gp42 block | Furin inh | hK5 inh | 14-3-3 Bad inh
Cc1c(/C=N/O)c2ccccc2n1C | -3 | -1.1 | -15 | -2[fluorescence artefact?] | 1 | -15 | -17[20 µM] | -9 | -4
COc1ccccc1OCC#CCN1CCCC(C)C1 (configuration not stated) | 5 | 0.94 | -5 | -8 | -6 | 0 | -29 | -28 | 37
O=C(NC(c1ccc(Cl)cc1)P(=O)(Oc1ccccc1)Oc1ccccc1)OCc1ccccc1 (configuration not stated) | -2 | 0.96 | -6 | -1 | -2 | -8 | -13[20 µM] | -7 | 8
CCC(=NCc1ccc2c(c1)OCO2)c1c(O)n(C2CCCCC2)c(=O)[nH]c1=O | -7 | -0.53 | -27 | -1 | 2 | -55 | -21 | 0 | -1
CN1CCN(c2ccc(S(C)(=O)=O)cc2[N+](=O)[O-])CC1 | 8 | 0.013 | 0 | 5[fluorescence artefact?] | -1 | -4 | -13 | -24 | -7[fluorescence artefact?]
O=c1cccc2n1CC1CC2CN(Cc2cccc(Cl)c2Cl)C1 (configuration not stated) | 7 | -1.8 | -11 | -3 | 3 | -11 | -22 | 7 | -2
O=Cc1cn(CCCOc2ccccc2)c2ccccc12 | 4 | -0.16 | 0 | 5 | -5 | -8 | -10 | -16 | -6
COc1cccc([C@@]2(O)CCCC[C@@H]2CN(C)C)c1 | 2&7 | 1.2&0.51 | -12&0 | -3&1 | 2 | -6&-5 | -27 | 2 | 4&-1
CC12CCC3C(CC=C4CC(O)CCC43C)C1C/C(=C\c1ccccc1F)C2=O (configuration not stated) | 8 | 1 | -3 | 4 | -13 | -21 | 0 | -2 | 4
Cc1c2ccncc2c(C)c2c1[nH]c1ccccc12 | 5 | 3 | 95* | 23 | -1 | 113* | -6 | -12 | 20

Limited to NCF1 inh, for 2 of the compounds above:
SMILES	NCF1 inh
CP(=O)(O)CCCN	-3
OCC#CC[N+]1(CC#Cc2ccccc2)CCCC1	-4

Full records as entered above:
Cc1c(/C=N/O)c2ccccc2n1C is listed with Rad51 HR inh: -3; KCC2 mod: -1.1; NCF1 inh: -15; eIF4E-4G inh: -2[fluorescence artefact?]; thrombin 1536: 1; EBV gp42 block: -15; Furin inh: -17[20 µM]; hK5 inh: -9; 14-3-3 Bad inh: -4
Cc1c2ccncc2c(C)c2c1[nH]c1ccccc12 is listed with Rad51 HR inh: 5; KCC2 mod: 3; NCF1 inh: 95*; eIF4E-4G inh: 23; thrombin 1536: -1; EBV gp42 block: 113*; Furin inh: -6; hK5 inh: -12; 14-3-3 Bad inh: 20

Bioassay records as filed in PubChem BioAssay.

Only part of the results is shown; the hit share may differ from the screen's.
